Screens: PubChem BioAssay, several laboratories
ssDAF-12 act: activates DAF-12 receptor from parasite S. stercoralis; HEK293 ssDAF-12/GRIP1 lit1-tk-luc reporter, luminescence; % of 3 µM dafachronic acid response; activation, % at 6.8 µM; 1% of 370,000 active; AID 652126;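 active means activation above the mean over all tested compounds plus 3 SD, cut at about 0.9% in these data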;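 further: 0% = DMSO-only wells and 100% = 3 µM delta7-dafachronic acid wells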
ADAM17 inh: inhibits human ADAM17; 0.83% of 370,000 active; AID 720648; inhibition, % at 6.95 µM; recombinant ADAM17, EDANS/DABCYL FRET peptide cleavage;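 active means inhibition above the mean of compounds lying between control limits plus 3 SD, set per campaign, cut at about 8.5% in these data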;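 further: 0% = DMSO-only wells as the low control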
hgDAF-12 ag: agonists of H. glycines DAF-12 nuclear receptor; activation, % at 6.8 µM; HEK293 GAL4-hgDAF12 UAS-luciferase reporter, agonist luminescence; normalized to butyrate control; 1.8% of 370,000 active; AID 687014;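 active means activation above a cutoff set at the mean of all screened compounds plus 3 SD, cut at about 10% in these data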;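 further: 0% = DMSO wells and 100% = sodium butyrate wells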
DAX1 inh-1: NR0B1 (DAX1) inhibition; HEK293 Gal4-DAX1 luciferase reporter, luminescence; inhibition, % at 6.75 µM; 0.99% of 340,000 active; AID 504766;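 active means inhibition above the mean over all tested compounds plus 3 SD, cut at about 4.2% in these data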;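 further: 0% = DAX1-transfected cells with DMSO and 100% = empty-vector control cells with DMSO; inhibition shows as a rise in luminescence from relieved DAX1 repression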
DAX1 inh-2: blocks DAX1 repression of SF-1 activated StAR promoter. 1.1% of 370,000 active. HEK293T StAR-luciferase reporter, SF-1/DAX-1 repression relief. AID 652010. inhibition, % at 6.8 µM;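 active means inhibition above the mean over all tested compounds plus 3 SD, cut at about 3.6% in these data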;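 further: 0% = DAX-1 cells with DMSO and 100% = cells lacking DAX-1 with DMSO; higher inhibition means more luminescence from relief of DAX-1 repression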
hcDAF12 agonist: H. contortus DAF-12 activation, primary screen; HEK293 hcDAF-12 lit1-tk-luc reporter, luminescence; 0% DMSO, 100% Δ7-dafachronic acid; activation, % at 6.8 µM; 1.4% of 370,000 active; AID 652067;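 active means activation above the mean of all tested compounds plus 3 SD, cut at about 5.5% in these data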;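 further: 100% = response to 3 µM Δ7-dafachronic acid high control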
MBD2 DNA inh: blocks human MBD2 binding to methylated DNA. Q9UBB5. TR-FRET, MBD2 binding to methylated oligonucleotide. inhibition, % at 4.4 µM. 0.31% of 370,000 active. AID 686964; in the data active means inhibition above about 13%
Target sequence (Q9UBB5 whole entry, looked up): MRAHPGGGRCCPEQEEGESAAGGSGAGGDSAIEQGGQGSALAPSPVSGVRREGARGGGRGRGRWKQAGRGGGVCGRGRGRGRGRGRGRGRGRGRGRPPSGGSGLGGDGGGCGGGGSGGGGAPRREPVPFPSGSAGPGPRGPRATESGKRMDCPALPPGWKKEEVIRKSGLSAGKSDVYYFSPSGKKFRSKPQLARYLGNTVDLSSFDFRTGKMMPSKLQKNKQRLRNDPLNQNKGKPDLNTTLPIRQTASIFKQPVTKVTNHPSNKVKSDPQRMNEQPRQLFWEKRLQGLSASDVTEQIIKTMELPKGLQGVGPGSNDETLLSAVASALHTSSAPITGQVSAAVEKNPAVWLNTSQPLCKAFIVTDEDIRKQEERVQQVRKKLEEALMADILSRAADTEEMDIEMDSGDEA
PLC-beta3 inh: PLC-beta3 (human) inhibition, primary screen. Purified PLC-beta3, fluorogenic substrate, fluorescence. 0.18% of 370,000 active. inhibition, % at 12.2 µM; in the data active means inhibition above about 11%;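 further: 0% = median of compound wells on plate and 100% = full blocker control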
PLC-gamma1 inh: blocks human PLC-gamma1 enzyme activity; P19174; purified PLC-gamma1, fluorogenic substrate, fluorescence; inhibition, % at 12.2 µM; 0.84% of 370,000 active; AID 720700; in the data active means inhibition above about 9.5%
SMARCA2 activ: SMARCA2 function activation, primary screen | MG213 cells, MMTV-luciferase reporter, dexamethasone, overnight | activation, % at 9.1 µM | 1% of 370,000 active; in the data active means activation above about 7.8%;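 further: 0% = vehicle wells and 100% = reference activator wells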
Rev-erbA mod: modulators of human Rev-erb alpha DNA binding | P20393 | AID 1259318 | Rev-erbα–FITC-DNA binding, fluorescence polarization, 90 min | 0.79% of 370,000 active | activity, % at 10 µM;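 active means activity above about 14%, limit read from the data; passing the limit was not always enough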;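 further: 0% = DMSO wells with 35 nM protein and 100% = DMSO wells with 750 nM protein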
Target sequence (P20393 whole entry, looked up): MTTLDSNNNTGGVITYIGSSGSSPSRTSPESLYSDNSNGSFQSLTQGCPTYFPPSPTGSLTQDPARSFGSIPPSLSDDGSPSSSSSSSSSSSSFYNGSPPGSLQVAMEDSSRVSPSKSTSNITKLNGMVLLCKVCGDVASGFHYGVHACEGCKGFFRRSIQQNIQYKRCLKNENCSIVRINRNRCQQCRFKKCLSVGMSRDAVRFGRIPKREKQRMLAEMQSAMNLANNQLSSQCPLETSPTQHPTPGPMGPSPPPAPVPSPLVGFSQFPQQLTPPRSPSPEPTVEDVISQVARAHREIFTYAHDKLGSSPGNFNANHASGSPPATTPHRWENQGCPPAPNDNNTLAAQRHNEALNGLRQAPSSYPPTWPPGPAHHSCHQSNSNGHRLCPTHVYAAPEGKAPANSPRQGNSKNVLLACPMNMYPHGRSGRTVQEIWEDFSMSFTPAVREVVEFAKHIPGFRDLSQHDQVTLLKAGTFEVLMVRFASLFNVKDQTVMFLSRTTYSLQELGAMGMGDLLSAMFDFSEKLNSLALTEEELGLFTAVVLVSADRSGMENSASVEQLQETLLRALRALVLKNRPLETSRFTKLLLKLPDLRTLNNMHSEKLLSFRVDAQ
The depositor's hits bear a star; / = no result given.

SMILES	ssDAF-12 act	ADAM17 inh	hgDAF-12 ag	DAX1 inh-1	DAX1 inh-2	hcDAF12 agonist	MBD2 DNA inh	PLC-beta3 inh	PLC-gamma1 inh	SMARCA2 activ	Rev-erbA mod
Cc1ccc(NC(=O)CN(C)CC(=O)Nc2ccc(N3CCOCC3)cc2)c([N+](=O)[O-])c1	-0.9	0	-1.4	0.2	-0.3	-1.2	-4	1	3	-3	0
Cc1ccc(C)c(NC(=O)CCC(=O)NNC(=O)c2cccs2)c1	-1.6	0	2.1	1.2	-0.3	2.7	0	3	0	-4	6
CCN(CCNC(=O)c1cc(C)nn1-c1ccccc1)c1ccccc1	-1.7	-3	-3.2	-1.0	-1.4	-2.8	5	1	1	-3	-2
CN1CCN(C(=O)c2ccc3c(=O)n(Cc4ccco4)c(=S)[nH]c3c2)CC1	-1.4	-3	2.0	-0.7	-0.9	1.0	2	-1	2	1	-2
Cc1cc(-c2csc(NC(=O)c3ccc(S(=O)(=O)N(C)C)cc3)n2)c(C)n1-c1ccccc1	-1.2	0	-1.9	-0.2	-0.2	-2.7	1	-19	-17	-3	-4
CN1CCN(NC(=O)CN2C(=O)/C(=C/c3ccccc3F)SC2=S)CC1	-1.3	-1	-1.4	/	-0.4	-0.3	-3	-4	-4	-3	-12
Brc1ccc(CSc2ccc3nnc(-c4ccccn4)n3n2)cc1	-2.3	-3	-2.1	0.7	-2.3	-2.5	2	-11	-5	5	0
O=C(CN1CCN(c2ccccn2)CC1)Nc1ccc(Br)cc1	-1.3	1	-0.7	-2.4	-0.5	-2.3	0	-6	2	3	2
COC(=O)c1ccc(N2CCN(S(=O)(=O)c3c(C)cc(C)cc3C)CC2)c([N+](=O)[O-])c1	-0.5	-6	-0.9	-0.8	0.2	-0.3	2	3	0	-1	-4
CSCCC(NC(=O)c1ccccc1Cl)C(=O)NCC(c1ccc(F)cc1)N1CCOCC1 (centres undefined)	-1.3	-3	6.2	0.7	-0.3	0.6	1	-4	1	6	-6
Cc1noc(C)c1S(=O)(=O)N1CCC2(CC1)OCCO2	-1.4	-1	-2.1	1.2	0.5	0.1	0	3	0	2	-2
CC1=NNC(=O)/C1=C\c1cn(-c2ccccc2)nc1-c1cccs1	-1.4	-1	-3.7	-1.5	-0.7	-1.8	0	1	-2	2	-6
COC(=O)c1ccc(CNC(=O)Cn2cnc3c(OCc4ccccc4)ncnc32)cc1	-1.0	0	-0.5	0.7	-0.4	-1.5	1	0	1	-2	8
CC1(C)CC(NC(=O)c2ccc(F)cc2)CC(C)(C)N1	-0.4	1	-1.7	1.8	-0.9	0.3	1	2	2	-1	4
O=C(CCC(F)(F)F)N1CCCC(N2CCN(c3cccc(Cl)c3)CC2)C1 (centres undefined)	-0.6	3	3.0	-0.1	0.5	0.6	-1	-4	0	2	0
CCc1cccc(C)c1NC(=O)CO/N=C(\C)c1cc2ccccc2o1	-1.7	1	-3.1	-1.3	-1.2	-1.6	-3	2	5	-1	-5
Cc1cc(=O)[nH]c(SCC(=O)Nc2cccc(S(=O)(=O)N3CCOCC3)c2)n1	-0.9	-1	0.2	0.7	3.7*	-1.8	1	-7	0	-1	0
Cc1ccc(OCC(=O)c2cc(C)n(Cc3ccco3)c2C)c([N+](=O)[O-])n1	-2.4	-3	-4.8	-0.5	-1.7	-5.4	-1	-6	-2	-6	-5
Cc1ccc(F)cc1-c1nc(NCC2CC2)nc2ccsc12	-1.4	-148	-2.3	/	-1.3	1.8	7	-218	-183	-5	3
CN(CC(=O)Nc1ccc(N2CCOCC2)cc1)C(=O)CCc1ccccc1Cl	-0.5	-5	0.1	-1.3	-0.3	0.4	3	-11	-5	-4	-6
CCOc1cc(-c2sc(Nc3ccccc3)n[n+]2-c2ccc(F)cc2)ccc1OC	-1.0	0	2.1	0.9	0.4	0.9	0	2	-1	0	-6
CCC1CCc2c(sc(NC(=O)CSc3nc(-c4ccco4)cc(C(F)(F)F)n3)c2C#N)C1 (centres undefined)	-0.1	-1	1.1	1.4	0.4	3.6	-8	4	0	-1	1
COc1ccccc1N1C(=O)CC(Sc2ccccc2N)C1=O (centres undefined)	-0.5	-4	0.3	0.1	-0.3	0.8	4	-6	0	1	11
CC(C)[C@H](NC(=O)c1ccccc1F)C(=O)NCc1ccc(S(N)(=O)=O)cc1	-0.7	3	0.5	1.0	0.4	-0.5	-3	-3	3	-3	-2
CN(C(=O)c1cccc(NC(=O)Cc2ccc(NC(=O)C3CCCN(C(=O)CCc4ccccc4)C3)cc2)c1)C1CC1 (centres undefined)	-1.4	-1	-3.4	-0.5	-1.0	-2.5	6	0	0	-2	4

Three entries out of the list above, ordered by the value under DAX1 inh-1, highest first:
mol	ssDAF-12 act	ADAM17 inh	DAX1 inh-1	DAX1 inh-2	hcDAF12 agonist	MBD2 DNA inh	PLC-beta3 inh	PLC-gamma1 inh	SMARCA2 activ	Rev-erbA mod
CCOc1cc(-c2sc(Nc3ccccc3)n[n+]2-c2ccc(F)cc2)ccc1OC	-1.0	0	0.9	0.4	0.9	0	2	-1	0	-6
Cc1ccc(NC(=O)CN(C)CC(=O)Nc2ccc(N3CCOCC3)cc2)c([N+](=O)[O-])c1	-0.9	0	0.2	-0.3	-1.2	-4	1	3	-3	0
Cc1cc(-c2csc(NC(=O)c3ccc(S(=O)(=O)N(C)C)cc3)n2)c(C)n1-c1ccccc1	-1.2	0	-0.2	-0.2	-2.7	1	-19	-17	-3	-4

(cont.)
SMILES	ssDAF-12 act	ADAM17 inh	hgDAF-12 ag	DAX1 inh-1	DAX1 inh-2	hcDAF12 agonist	MBD2 DNA inh	PLC-beta3 inh	PLC-gamma1 inh	SMARCA2 activ	Rev-erbA mod
CC(C)(C)Nc1nc2nonc2nc1NC(C)(C)C	-1.6	3	-3.9	-0.1	-0.7	-1.1	-4	0	5	-2	/
Cc1nc2nc(CCc3ccccc3)nn2c(C)c1Cl	-1.0	0	0.6	0.2	0.5	0.5	-7	1	-1	1	0
Cn1cnnc1SCC(=O)NC1CCCN(Cc2ccccc2F)C1 (centres undefined)	-1.1	-1	1.7	0.5	-0.3	-0.1	2	-7	3	-2	-2
Cc1c(N)cccc1[N+](=O)[O-]	-0.6	-4	0.5	0.1	1.4	-0.8	4	0	-2	-2	-1
Cc1ccc(S(=O)(=O)N2CCC(C(N)=O)CC2)c(C)c1C	-1.7	-2	0.6	0.3	0.3	1.4	1	5	5	2	2
CCC1Sc2ccc(S(=O)(=O)CCC(=O)Nc3ccc(OC(F)(F)F)cc3)cc2NC1=O (centres undefined)	-1.0	0	-2.6	-0.3	-0.7	-2.8	5	-7	3	-3	-1
O=C(CN1CCN(S(=O)(=O)c2ccc(Br)s2)CC1)N1CCc2ccccc21	-0.1	-2	-1.4	0.1	0.3	0.2	-1	1	3	1	-7
CC(C(C(=O)N1CCCCC1)N1CCCCC1)N1CCCCC1 (centres undefined)	-1.0	-4	-1.5	0.3	0.2	2.0	1	-1	-1	0	1
Nc1ccccc1-c1nnc(-c2ccc(-c3ccccc3)cc2)o1	0.1	-23	10.0	1.5	1.7	3.1	2	-150	-106	9.2*	6
Cc1ccc(N2CC(C(=O)NCc3cccs3)CC2=O)cc1C (centres undefined)	-0.6	-8	1.2	-0.2	-0.1	-0.1	2	1	0	-1	1
COc1ccc(CC(=O)NCCCc2ccccc2)cc1OC	-1.4	-1	0.2	0.0	-0.1	-0.4	1	-4	2	-1	0
C=C(Cl)COc1ccc2c(CCC)cc(=O)oc2c1	-0.8	-26	1.7	-1.0	-0.7	-0.2	1	-14	-12	2	3
CC(OC(=O)c1ccc(O)cc1)C(=O)Nc1ccc(Oc2ccccc2)cc1 (centres undefined)	-1.2	4	-1.4	-0.4	-1.1	0.4	6	-8	-1	2	-2
O=c1c2ccccc2cnn1Cc1n[nH]c(=S)n1-c1ccccc1Cl	-0.5	-4	-1.2	-0.2	0.1	0.1	4	1	0	-2	-3
O=C(Cn1nnc(-c2ccccc2)n1)NCc1ccco1	-1.0	-2	2.0	0.9	-0.5	1.7	2	1	3	0	2
C=CCn1c(CNC(=O)c2ccco2)nnc1SCC(=O)Nc1cccc(Br)c1	-1.1	-4	1.0	0.2	-0.4	-2.2	2	1	5	-2	-2
COc1cc(/C=N/NC(=O)c2ccccn2)ccc1OC(=O)c1cccs1	-0.6	1	9.7	1.3	3.5	1.7	-3	-5	2	1	8
CC1CCc2c(sc3[nH]c(=S)n(C)c(=O)c23)C1 (centres undefined)	-0.8	0	1.7	0.6	-0.1	0.5	-2	-5	-2	2	-2
CC(=O)Nc1ccc(NC(=O)C(=O)NCC(c2ccco2)N2CCc3ccccc32)cc1 (centres undefined)	-1.6	-1	-3.5	-0.5	-0.6	-1.1	-2	-1	-1	-2	5
CN1CCN(CCOc2ccc(Cl)c(Cl)c2)CC1	-0.7	-3	2.2	-0.5	0.3	-1.0	3	4	3	-1	-3
COc1ccc(OC(C)C(=O)Nc2ccc([N+](=O)[O-])cc2)cc1 (centres undefined)	-2.2	1	0.1	0.0	0.5	-2.4	0	3	-1	2	1
Cc1nc2ccc(S(=O)(=O)NC(CC(C)C)C(=O)O)cc2s1 (centres undefined)	-1.5	1	-1.4	-0.9	0.4	-1.2	-6	4	3	3	-1
COc1nc(OCCNC(=O)Nc2ccccc2)nc(N(C)C)n1	-1.9	-5	0.3	-0.2	-0.3	-2.8	9	6	0	0	3
CC(=O)N1CCN(C(=O)CNC(=O)c2ccc(C)s2)CC1	-1.0	-1	-0.7	0.3	2.1	0.2	-2	-3	1	1	2
Cn1cc(/C=N/NC(=O)c2cc3cc(Br)ccc3o2)c2ccccc21	0.0	-3	2.3	/	0.7	4.5	5	-57	-37	-3	9
Cc1ccc(S(=O)(=O)CC(O)CN2CCCC2=O)cc1 (centres undefined)	-1.4	-3	1.9	0.5	0.5	-0.8	1	3	-3	1	-3
COc1ccccc1CNC(=O)CCS(=O)(=O)c1ccc2c(c1)CCCN2C(C)=O	-1.4	0	-3.3	-1.4	-0.7	-0.9	1	2	4	2	3

At a glance, eight of the compounds above.
SMILES	ssDAF-12 act	ADAM17 inh	hgDAF-12 ag	DAX1 inh-1	DAX1 inh-2	hcDAF12 agonist	MBD2 DNA inh	PLC-beta3 inh	PLC-gamma1 inh	SMARCA2 activ	Rev-erbA mod
C=C(Cl)COc1ccc2c(CCC)cc(=O)oc2c1	-0.8	-26	1.7	-1.0	-0.7	-0.2	1	-14	-12	2	3
CC(OC(=O)c1ccc(O)cc1)C(=O)Nc1ccc(Oc2ccccc2)cc1 (centres undefined)	-1.2	4	-1.4	-0.4	-1.1	0.4	6	-8	-1	2	-2
O=c1c2ccccc2cnn1Cc1n[nH]c(=S)n1-c1ccccc1Cl	-0.5	-4	-1.2	-0.2	0.1	0.1	4	1	0	-2	-3
O=C(Cn1nnc(-c2ccccc2)n1)NCc1ccco1	-1.0	-2	2.0	0.9	-0.5	1.7	2	1	3	0	2
C=CCn1c(CNC(=O)c2ccco2)nnc1SCC(=O)Nc1cccc(Br)c1	-1.1	-4	1.0	0.2	-0.4	-2.2	2	1	5	-2	-2
COc1cc(/C=N/NC(=O)c2ccccn2)ccc1OC(=O)c1cccs1	-0.6	1	9.7	1.3	3.5	1.7	-3	-5	2	1	8
CC1CCc2c(sc3[nH]c(=S)n(C)c(=O)c23)C1 (centres undefined)	-0.8	0	1.7	0.6	-0.1	0.5	-2	-5	-2	2	-2
CC(=O)Nc1ccc(NC(=O)C(=O)NCC(c2ccco2)N2CCc3ccccc32)cc1 (centres undefined)	-1.6	-1	-3.5	-0.5	-0.6	-1.1	-2	-1	-1	-2	5

Random draw from the library (roughly 7.4% active in at least one column).
